Screening data: PubChem BioAssay, several laboratories
KLK7 zymogen act: activates the human kallikrein-7 zymogen. P49862. activation, % at 7 µM. AID 652039. purified proKLK7, EDANS-DABCYL substrate fluorescence; 100% is mature enzyme control, 0% vehicle. hit rate 0.9% among 370,000;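 active means activation above the mean of all tested compounds plus 3 SD, computed per campaign excluding outliers beyond control limits, cut at about 13% in these data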
sPLA2-III inh: Inhibits HGIII-sPLA2 liposome hydrolysis, primary screen | Q9NZ20 | QFRET BODIPY PC-A2 liposome hydrolysis, fluorescence | inhibition, % at 12.2 µM | hit rate 0.56% among 370,000;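 active means inhibition above mean plus 3 SD of compounds lying within the high and low control bounds, cut at about 19% in these data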;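 further: 0% = median of test compound wells and 100% = no enzyme DMSO wells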
hgDAF12 agonist: activates the H. glycines DAF-12 receptor ligand-binding domain; HEK293 GAL4-hgDAF12 UAS-luciferase reporter, agonist luminescence; normalized to butyrate control; activation, % at 6.8 µM; hit rate 1.8% among 370,000; AID 687014;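 active means activation above a cutoff set at the mean of all screened compounds plus 3 SD, cut at about 10% in these data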;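 further: 0% = DMSO wells and 100% = sodium butyrate wells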
NPR1 activator: GC-A (human) enzyme activation | HEK293 GC-A cells, cGMP TR-FRET, EC30 ANP; 0% at EC30 ANP, 100% saturating ANP | activation, % at 10 µM | AID 1671463 | hit rate 0.14% among 370,000 | P16066; in the data active means activation above about 40%
Target sequence (P16066 whole entry, looked up): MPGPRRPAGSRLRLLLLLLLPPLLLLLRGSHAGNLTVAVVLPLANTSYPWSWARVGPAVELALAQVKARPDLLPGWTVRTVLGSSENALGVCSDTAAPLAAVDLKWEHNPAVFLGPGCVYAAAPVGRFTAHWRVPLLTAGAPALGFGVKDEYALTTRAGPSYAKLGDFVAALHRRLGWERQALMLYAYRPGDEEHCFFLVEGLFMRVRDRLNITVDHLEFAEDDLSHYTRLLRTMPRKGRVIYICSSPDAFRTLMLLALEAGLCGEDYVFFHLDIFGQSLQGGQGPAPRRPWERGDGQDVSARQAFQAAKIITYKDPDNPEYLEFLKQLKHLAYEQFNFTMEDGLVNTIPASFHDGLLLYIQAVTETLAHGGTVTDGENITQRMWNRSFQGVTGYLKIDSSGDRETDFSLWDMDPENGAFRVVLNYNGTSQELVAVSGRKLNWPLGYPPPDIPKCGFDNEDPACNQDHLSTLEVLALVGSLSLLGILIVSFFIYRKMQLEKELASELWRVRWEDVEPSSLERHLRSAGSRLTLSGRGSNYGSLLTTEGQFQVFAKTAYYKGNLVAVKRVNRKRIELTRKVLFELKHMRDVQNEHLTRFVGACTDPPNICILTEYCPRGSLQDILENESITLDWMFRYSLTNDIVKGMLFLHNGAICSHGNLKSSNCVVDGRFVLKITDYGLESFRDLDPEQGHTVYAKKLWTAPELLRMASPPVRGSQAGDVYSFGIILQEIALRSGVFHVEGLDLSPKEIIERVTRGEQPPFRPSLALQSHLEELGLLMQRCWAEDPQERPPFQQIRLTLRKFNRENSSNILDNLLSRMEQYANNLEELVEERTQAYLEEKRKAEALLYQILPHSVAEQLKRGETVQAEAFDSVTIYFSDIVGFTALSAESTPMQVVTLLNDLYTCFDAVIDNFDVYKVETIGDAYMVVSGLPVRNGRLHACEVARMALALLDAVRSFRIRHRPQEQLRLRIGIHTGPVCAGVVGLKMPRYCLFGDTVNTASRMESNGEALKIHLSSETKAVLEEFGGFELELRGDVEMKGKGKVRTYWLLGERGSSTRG
hcDAF-12 act: activators of H. contortus DAF-12 nuclear receptor; HEK293 hcDAF-12 lit1-tk-luc reporter, luminescence; 0% DMSO, 100% Δ7-dafachronic acid; activation, % at 6.8 µM; hit rate 1.4% among 370,000; AID 652067;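 active means activation above the mean of all tested compounds plus 3 SD, cut at about 5.5% in these data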;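 further: 100% = response to 3 µM Δ7-dafachronic acid high control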
SMARCA2 act: activators of SMARCA2 function. activation, % at 9.1 µM. hit rate 1% among 370,000. AID 652017. MG213 cells, MMTV-luciferase reporter, dexamethasone, overnight; in the data active means activation above about 7.8%;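 further: 0% = vehicle wells and 100% = reference activator wells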
ssDAF12 agonist: activates DAF-12 receptor from parasite S. stercoralis; HEK293 ssDAF-12/GRIP1 lit1-tk-luc reporter, luminescence; % of 3 µM dafachronic acid response; activation, % at 6.8 µM; hit rate 1% among 370,000; AID 652126;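 active means activation above the mean over all tested compounds plus 3 SD, cut at about 0.9% in these data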;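 further: 0% = DMSO-only wells and 100% = 3 µM delta7-dafachronic acid wells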
NPR2 activator: GC-B (human) receptor activation; HEK293-GC-B cells, CNP EC30, cGMP TR-FRET; 0% at EC30 CNP, 100% saturating CNP; P20594; AID 1920062; activation, % at 10 µM; hit rate 0.11% among 370,000;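 active means activation at 10 µM reaching about 35% in either raw or pattern-adjusted values, limit read from the data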
DAX1 inh-1: blocks DAX1 repression of SF-1 activated StAR promoter; inhibition, % at 6.8 µM; HEK293T StAR-luciferase reporter, SF-1/DAX-1 repression relief; hit rate 1.1% among 370,000; AID 652010;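 active means inhibition above the mean over all tested compounds plus 3 SD, cut at about 3.6% in these data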;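 further: 0% = DAX-1 cells with DMSO and 100% = cells lacking DAX-1 with DMSO; higher inhibition means more luminescence from relief of DAX-1 repression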
DAX1 inh-2: NR0B1 (DAX1) inhibition. P51843. HEK293 Gal4-DAX1 luciferase reporter, luminescence. inhibition, % at 6.75 µM. hit rate 0.99% among 340,000. AID 504766;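 active means inhibition above the mean over all tested compounds plus 3 SD, cut at about 4.2% in these data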;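 further: 0% = DAX1-transfected cells with DMSO and 100% = empty-vector control cells with DMSO; inhibition shows as a rise in luminescence from relieved DAX1 repression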
FXN GAA850 act: activators of GAA850 frataxin (FXN) promoter; HEK293 lucGAA850 FXN promoter luciferase reporter, 24 h; percent of 10 µM SAHA response; activation, % at 6 µM; hit rate 0.56% among 360,000; AID 540364;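 active means activation above the average of all compounds screened plus 3 SD, cutoff fixed separately per campaign, cut at about 7.5% in these data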;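 further: 0% = DMSO wells and 100% = 10 µM SAHA wells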
Active calls of the source: *; / = no result given. Compounds were not picked by outcome. About 6.7% of those tested had a hit in this group.

Results follow in this order: NPR2 activator, NPR1 activator, hgDAF12 agonist, sPLA2-III inh, FXN GAA850 act, SMARCA2 act, DAX1 inh-1, hcDAF-12 act, DAX1 inh-2, KLK7 zymogen act, ssDAF12 agonist
> CCN(CC)C(=O)C1=C(C)Nc2nnnn2C1c1cccnc1 (stereo not given)
  1, 1, -3.8, 4, 0.8, 0, -0.2, 0.4, 0.8, -0.5, 0.2
> COc1ccc(N2CCN(C(c3ccc4ncccc4c3)c3nnnn3C(C)C)CC2)cc1 (stereo not given)
  1, -4, -2.8, 0, 2.8, -1, 0.0, -1.2, -2.6, 0.7, -1.7
> O=C(NCCC1=CCCCC1)c1ccc(=O)oc1
  0, -4, -0.5, 6, 2.4, -4, 0.2, -1.5, 0.1, 1.4, -1.7
> COc1ccccc1C(N)=S
  1, -2, -1.5, 16, -2.0, 1, 2.5, 1.4, -0.3, -0.1, 0.8
> O=S(=O)(c1ccc(Br)cc1)N1CCN=C1SCc1cccnc1
  0, -5, -1.6, -1, 3.6, 1, 0.1, -0.6, -0.2, -0.5, -1.5
> Cc1cccc(C)c1N(CC(=O)NCc1ccc(F)cc1)C(=O)c1csnn1
  -1, 2, 1.2, -1, 0.0, 2, -0.6, -1.3, 2.0, 0.1, -1.7
> Cc1cccc(NC(=O)C23CCC(C)(/C(=N/O)C2)C3(C)C)c1 (stereo not given)
  0, -1, 1.0, 1, -0.8, 6, -0.1, -1.8, 0.1, 0.3, -2.0
> O=C(NCC(=O)N(CC1CCCO1)C1(C(=O)NC2CCCCC2)CCCCC1)c1ccccc1 (stereo not given)
  -5, 1, -1.1, -3, -1.4, 2, -0.7, -1.7, -0.2, -0.1, -1.2
> COc1cc(NC(=O)c2ccc(N3CCCC3=O)cc2)cc(OC)c1
  -4, 2, 1.2, 12, 5.7, -1, 1.8, 1.9, -0.6, -0.6, -0.9
> CCOC(=O)C(NC(=O)NCc1cccc(C(F)(F)F)c1)(OCC)C(F)(F)F (stereo not given)
  3, -3, -1.8, 6, 1.5, -2, 0.1, -1.3, -0.8, -0.2, -0.6
> Cn1c(=O)oc2cc(S(=O)(=O)NC3CCCCCCC3)ccc21
  -1, -1, -2.7, -4, 2.0, -5, -1.3, -1.8, 0.3, -0.5, -1.7
> CC(NC(=O)Cc1ccccc1)C(=O)O (stereo not given)
  6, -1, 0.4, 5, -0.6, 1, -0.3, -0.9, 2.3, 0.7, -1.4
> CCN1CCN(CCC2Oc3cc([N+](=O)[O-])ccc3NC2=O)CC1 (stereo not given)
  4, 0, 4.9, 3, 0.2, -5, 0.7, -2.3, 0.5, 0.7, -0.8
> COC1CCCCC1NS(=O)(=O)c1ccccc1 (stereo not given)
  4, -1, -0.8, -4, -1.9, 0, -0.2, -1.4, 0.6, -0.2, -0.9
> c1ccc(Cc2nnc3sc(-c4ccc5c(c4)OCCO5)nn23)cc1
  1, 1, 5.3, 6, 2.3, 4, 3.2, -1.2, 2.4, -0.9, -0.8
> CCOC(=O)c1sc(=NC(=O)/C=C/c2ccccc2)n(C)c1C
  -9, 4, 2.8, -5, 3.8, 1, 0.3, -0.1, 0.1, -0.6, -0.9
> Cc1ccc2c(c1)C(c1ccccc1)N(C(=O)c1ccc(Br)cc1)CC(=O)N2 (stereo not given)
  -14, -48, -1.8, 1, 1.8, -4, 0.1, 0.3, 0.5, 0.2, -0.8
> Cc1cc(C)c(S(=O)(=O)N2CCN(c3ccccn3)CC2)c(C)c1
  -8, -4, -0.2, -2, 2.9, 2, -0.8, -2.8, -0.8, -0.3, -1.0
> Cc1c(C(=O)NCC2CCCO2)cccc1[N+](=O)[O-] (stereo not given)
  2, 1, 0.9, 9, 1.2, -3, -0.6, 0.8, 1.7, -0.1, -1.0
> CC1(C)CC(=O)C=C(Nc2ccccc2NC(=O)c2cc(Cl)ccc2F)C1
  -2, -3, 1.9, 2, /, 9.2*, -1.3, 0.7, /, 0.4, -0.8

Part of the list above, as tab-separated lines:
canonical_smiles	NPR2 activator	NPR1 activator	hgDAF12 agonist	sPLA2-III inh	FXN GAA850 act	SMARCA2 act	DAX1 inh-1	hcDAF-12 act	DAX1 inh-2	KLK7 zymogen act	ssDAF12 agonist
Cc1ccc2c(c1)C(c1ccccc1)N(C(=O)c1ccc(Br)cc1)CC(=O)N2 (stereo not given)	-14	-48	-1.8	1	1.8	-4	0.1	0.3	0.5	0.2	-0.8
CC1(C)CC(=O)C=C(Nc2ccccc2NC(=O)c2cc(Cl)ccc2F)C1	-2	-3	1.9	2	/	9.2*	-1.3	0.7	/	0.4	-0.8

Later entries
Results follow in this order: NPR2 activator, NPR1 activator, hgDAF12 agonist, sPLA2-III inh, FXN GAA850 act, SMARCA2 act, DAX1 inh-1, hcDAF-12 act, DAX1 inh-2, KLK7 zymogen act, ssDAF12 agonist
> CC(=O)c1c(OCC(=O)N(C)C2CCCCC2)ccc2c(C)cc(=O)oc12
  2, -2, -0.9, 0, 0.5, 3, 0.1, -1.5, 0.2, -0.3, -2.1
> COc1ccc(-c2ccc3c(c2)C2CC3CCN2)cc1 (stereo not given)
  -3, 2, 3.0, -3, -0.2, -3, 0.8, -1.4, 0.0, -0.7, -1.5
> CCOc1ccc(-n2c(N)c(C(=O)NCC3CCCO3)sc2=S)cc1 (stereo not given)
  7, -2, 3.1, 4, -0.4, -3, -0.3, 0.2, -0.3, -0.1, -0.5
> COC(=O)C1CN(S(=O)(=O)c2ccc(C)cc2)CCN1S(=O)(=O)c1ccc(C)cc1 (stereo not given)
  -3, 2, -0.2, 10, 0.3, -1, -0.2, -0.4, 0.4, 0.0, -1.1
> CC1(C(=O)NCc2ccc(Cl)cc2)CCN1C(=O)Cc1cccs1 (stereo not given)
  0, -2, -0.5, 5, 0.6, 2, -0.6, -1.7, /, 0.7, -1.8
> CC(C)(CNc1ccc([N+](=O)[O-])cc1Cl)N1CCOCC1
  2, -2, -1.2, 4, 2.5, -3, 0.2, -1.3, -0.6, -0.4, -0.9
> O=C(c1cnn(C(=O)c2cccc(S(=O)(=O)N3CCOCC3)c2)c1)c1ccccc1O
  -4, -3, -1.0, -2, 3.4, 0, 1.0, 1.1, -0.4, 1.0, -1.6
> CC[N+](C)(CC)CCC(c1ccccc1)C1CCCCC1 (stereo not given)
  1, 6, -2.3, 10, -0.8, -1, -0.5, 0.0, 0.2, -0.4, -0.4
> CC1(C)Cc2ccccc2-c2nnc(-c3cccc(O)c3)n21
  1, 0, -0.8, -6, -2.2, 1, -0.6, -0.3, -0.8, -0.7, -0.6
> Cc1ccc(NS(=O)(=O)c2ccc(Cl)c(C(=O)Nc3cccc(C(=O)O)c3)c2)cc1
  -2, 3, 1.6, -10, 0.6, -1, 0.1, -0.6, 5.4*, -0.1, -0.5
> O=C(NCCc1c[nH]c2ccccc12)OCc1cn(-c2cccc(Cl)c2)nn1
  0, -5, 3.8, -93, /, -2, -1.5, 0.2, /, -1.1, -0.4
> O=C(NCCCN1CCOCC1)c1ccc2c(=O)n(Cc3ccccc3)c(=S)[nH]c2c1
  -5, 5, -1.3, 6, 0.0, -1, 0.2, -0.3, -0.9, -0.7, -1.1
> CCCCn1c(CN2CCN(c3cccc(Cl)c3)CC2)nc2c1c(=O)[nH]c(=O)n2C
  -7, -15, -3.6, 4, -2.0, -3, -2.1, -3.9, -3.0, 0.2, -1.4
> N/C(=N\S(=O)(=O)c1cccs1)c1ccccc1Cl
  1, -1, 1.6, 10, 0.2, -1, -1.6, -1.9, 0.7, -0.1, -1.1
> NC(=O)c1ccc(NCCc2cccs2)cc1
  17, 10, 3.7, 0, /, 6, 1.8, 0.1, /, 0.6, -1.4
> CC(/C=C/c1cccs1)=C\C(=O)O
  0, 1, 0.2, 2, 0.5, -3, -0.4, -1.5, 1.4, -0.6, -1.1
> COc1ccc(C(CCN(Cc2ccc(OC)c(OC)c2)C(=O)CCl)c2ccccc2)cc1 (stereo not given)
  -15, -25, -5.4, -3, -3.7, -10, -1.8, -3.0, -1.4, 0.4, -1.7
> Cc1ccc(C)c(NC(=O)CS(=O)(=O)c2cn(C)c3ccccc23)c1
  -6, -9, -0.5, -6, 0.1, -1, -0.1, 2.8, 0.9, 0.0, -0.8
> CCc1c(-c2ccc(OC)cc2)ncn1CCc1ccccc1OC
  -6, -7, -4.9, 3, /, -7, -2.5, -3.5, /, 0.8, -2.0
> Cn1c(=O)n(CC(=O)OCc2ccccc2)c(=O)c2c1nc1n2CCCN1C1CCCCC1
  15, 11, -1.1, -4, 0.4, 5, 0.3, -0.8, 0.2, 0.3, -1.4
> COc1cc(/C=N/NC(=O)CSc2nc3ccccc3n2C)cc(OC)c1OC
  -10, 2, -1.3, 6, 3.5, -3, 0.1, -3.3, -0.2, 0.1, -0.8
> CC(/C=N/NC(=O)c1nnn(-c2nonc2N)c1C(C)C)=C\c1ccccc1
  11, 1, 1.1, -15, 3.0, 1, -1.3, -3.4, -0.7, 0.3, -1.1
> CC(C)(C)n1nnnc1C(c1ccnc2ccccc12)N1CCN(C/C=C/c2ccccc2)CC1 (stereo not given)
  -6, 2, -1.0, -15, /, 4, -0.1, 1.8, /, 0.7, -0.9
> CCc1nnc(NC(=O)CS(=O)(=O)Cc2ccccc2)s1
  0, -4, 2.5, 1, -2.7, -2, -0.3, -0.3, 1.3, -0.6, -1.1
> N#CCNC1CC(=O)N(c2ccccc2)C1=O (stereo not given)
  8, 4, -3.3, 8, 1.4, -1, -0.2, -1.1, 1.6, -0.3, -1.6
> COc1cc(OC)c(N(C)S(=O)(=O)c2cccc(C(=O)Nc3nnc(C4CC4)s3)c2)cc1Cl
  0, -3, 0.5, 6, 1.7, -3, 0.7, 1.9, 1.7, 0.2, -1.2
> O=C(C1=C(O)C(=O)N(Cc2ccco2)C1c1ccccc1)c1cccs1 (stereo not given)
  0, 4, -0.4, 1, -0.3, 0, 0.9, -1.4, -0.9, 0.0, -0.9
> Cc1cccc(C(C)(C)C)c1OCCCCN1CCCC1
  -1, -4, 6.7, -1, -0.7, -1, 0.4, 1.6, -1.1, -0.4, -0.8
> CC(C)(C)c1ccc(/C=N/NC(=S)NC2CCCCC2)cc1
  7, -1, -1.6, -8, 2.6, -4, -0.3, -2.9, -1.5, -0.8, -1.1
